# High-throughput results deposited in PubChem BioAssay by several laboratories.
# MCL1-BIM inh = inhibitors of human MCL1 binding to BIM-BH3 peptide; Q07820; hit rate 0.68% among 320,000; inhibition, % at 10.9 µM; GST-MCL1 / FITC-Bim-BH3 fluorescence polarization;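 active means inhibition above the mean inhibition of all tested compounds plus 3 SD, set per campaign, cut at about 40% in these data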;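 further: 0% = DMSO wells and 100% = unlabeled Bim-BH3 peptide control; higher means more loss of mP so more displacement of Bim peptide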
# Target sequence (Q07820 whole entry, looked up): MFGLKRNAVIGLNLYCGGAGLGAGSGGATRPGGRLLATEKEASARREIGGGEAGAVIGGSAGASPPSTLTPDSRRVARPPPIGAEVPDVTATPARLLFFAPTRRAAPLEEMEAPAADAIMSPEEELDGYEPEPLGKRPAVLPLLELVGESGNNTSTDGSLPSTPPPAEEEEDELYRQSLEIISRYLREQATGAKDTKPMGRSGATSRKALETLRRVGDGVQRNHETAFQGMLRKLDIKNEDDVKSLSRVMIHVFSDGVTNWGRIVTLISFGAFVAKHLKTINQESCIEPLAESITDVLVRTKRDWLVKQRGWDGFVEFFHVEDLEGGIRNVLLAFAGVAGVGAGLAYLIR
# MEX-5 binding = C. elegans MEX-5 TCR-2 RNA binding activity; Q9XUB2; MEX-5/FITC-TCR2 RNA binding, fluorescence polarization; active compounds read low; activity score (negative = inhibition of binding), % at 10 µM; hit rate 0.38% among 300,000; AID 1832;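 active means inhibition past about -25% in most replicates, and total fluorescence under double the plate's negative control median, limit read from the data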;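 further: 0% = DMSO and -100% = 5 µM competing unlabeled TCR2 RNA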
# TPT1 inh = inhibitors of Candida albicans tRNA 2'-phosphotransferase TPT1. inhibition, % at 5 µM. recombinant caTPT1, FP RNA substrate dephosphorylation. hit rate 0.81% among 300,000;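 active means inhibition above the mean of all tested compounds plus 3 SD, set per screening campaign, cut at about 24% in these data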;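 further: plate controls were DMSO alone for no effect and ferristatin control at 100 nM for full effect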
# GLD-1 TGE inh = GLD-1-TGE RNA interaction inhibition (C. elegans) | inhibition, % at 5.96 µM | purified GLD-1 + fluorescein TGE RNA, fluorescence polarization | Q17339 | hit rate 0.44% among 320,000 | AID 2280;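 active means percent inhibition above a per-plate cutoff, the plate mean of test compounds plus 3 SD, cut at about 30% in these data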;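 further: 0% = DMSO wells with GLD-1 and probe and 100% = wells lacking GLD-1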
# Target sequence (Q17339 whole entry, looked up): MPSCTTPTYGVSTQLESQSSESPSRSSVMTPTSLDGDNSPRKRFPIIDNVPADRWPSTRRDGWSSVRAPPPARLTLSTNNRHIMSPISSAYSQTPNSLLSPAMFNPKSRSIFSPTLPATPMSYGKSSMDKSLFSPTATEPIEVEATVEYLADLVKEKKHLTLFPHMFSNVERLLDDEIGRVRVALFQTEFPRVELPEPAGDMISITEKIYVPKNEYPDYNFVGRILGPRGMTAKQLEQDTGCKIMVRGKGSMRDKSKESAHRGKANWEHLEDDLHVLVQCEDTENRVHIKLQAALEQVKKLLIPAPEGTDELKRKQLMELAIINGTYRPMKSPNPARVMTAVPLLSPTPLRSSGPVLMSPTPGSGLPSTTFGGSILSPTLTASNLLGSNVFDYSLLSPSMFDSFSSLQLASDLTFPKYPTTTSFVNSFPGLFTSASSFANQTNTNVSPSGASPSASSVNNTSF
# GSTO1 inh = GSTO1 inhibition, counter-screen for RBBP9 inhibitors; inhibition, % at 5.96 µM; AID 1974; hit rate 1.1% among 300,000; P78417; recombinant GSTO1, activity-based probe fluorescence polarization;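 active means inhibition above the campaign mean inhibition plus 3 SD, cut at about 35% in these data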;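 further: 0% = GSTO1-1 with DMSO and 100% = wells lacking GSTO1-1 enzyme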
# Target sequence (P78417 whole entry, looked up): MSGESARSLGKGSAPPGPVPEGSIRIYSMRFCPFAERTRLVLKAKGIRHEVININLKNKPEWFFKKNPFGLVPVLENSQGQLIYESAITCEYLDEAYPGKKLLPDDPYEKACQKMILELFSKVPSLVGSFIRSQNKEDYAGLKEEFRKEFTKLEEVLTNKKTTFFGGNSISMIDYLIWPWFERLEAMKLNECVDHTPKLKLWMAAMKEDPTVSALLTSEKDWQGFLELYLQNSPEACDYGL
# PME-1 primary = PME-1 (human) inhibition. hit rate 0.53% among 320,000. inhibition, % at 5.9 µM. recombinant PME-1, FP-Rh probe fluorescence polarization;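 active means inhibition above the campaign mean of all compounds plus 3 SD, cut at about 26% in these data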;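 further: competitive labeling of PME-1 active site by serine hydrolase directed probe; 0% = PME-1 with DMSO and 100% = wells lacking PME-1 enzyme; inhibitors block probe labeling so polarization falls and inhibition rises; many of its hits are not listed in these tables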
# PAD4 inh = PAD4 (human) enzyme inhibition; Q9UM07; recombinant PAD4, RCA probe fluorescence polarization; inhibition, % at 6.36 µM; hit rate 0.41% among 330,000; AID 485272;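 active means percent inhibition above a cutoff equal to the mean of all tested compounds plus 3 SD, cut at about 15% in these data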;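 further: 0% = PAD4 with RCA probe and DMSO and 100% = probe without PAD4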
# Fam108B inh = blocks mouse Fam108B hydrolase in RBBP9 counter-screen; recombinant Fam108B, FP-Rh probe fluorescence polarization; inhibition, % at 9.51 µM; hit rate 0.33% among 300,000;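 active means inhibition above the screen mean inhibition plus 3 SD, computed separately per campaign, cut at about 18% in these data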;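 further: inhibitors lower polarization as less probe binds the enzyme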
# Bcl-xL primary = blocks human Bcl-xL binding to Bim BH3 peptide | AID 2129 | hit rate 0.7% among 320,000 | inhibition, % at 10.9 µM | GST-Bcl-xL / FITC-Bim BH3 peptide fluorescence polarization | Q07817;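 active means inhibition above the mean of all tested compounds plus 3 SD, cutoff set per campaign, cut at about 30% in these data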;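 further: 0% = DMSO wells and 100% = unlabeled Bim-BH3 peptide competitor; inhibitors lower millipolarization by displacing the labeled peptide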
# Active calls of the source: *; / = not tested or not shown. Only part of the results is shown; the hit share may differ from the screen's.
# Field names – A = MCL1-BIM inh; B = MEX-5 binding; C = TPT1 inh; D = GLD-1 TGE inh; E = GSTO1 inh; F = PME-1 primary; G = PAD4 inh; H = Fam108B inh; I = Bcl-xL primary
> CCOC(=O)CSc1ccc(S(=O)(=O)N(C)C2CCCCC2)cc1[N+](=O)[O-]
  A: -8.2 | B: -0.3 | C: -0.1 | D: -3.5 | E: 6.8 | F: -0.4 | G: 3.2 | H: 0.4 | I: -6.6
> CCOCC(=O)Nc1ccccc1C(=O)N1CCOCC1
  A: 5.8 | B: 0.4 | C: 0.5 | D: -0.9 | E: 3.7 | F: 2.7 | G: 2.1 | H: -3.0 | I: 4.8
> Cc1c(C)c2ccc(OCC(=O)NC(Cc3ccc(Cl)cc3)C(=O)O)cc2oc1=O (stereo not drawn)
  A: 6.1 | B: 0.3 | C: -5.4 | D: 0.9 | E: 8.3 | F: 1.8 | G: 1.5 | H: -3.4 | I: 5.8
> CC(=O)c1ccc(NS(=O)(=O)c2ccccc2)cc1
  A: 6.3 | B: -3.3 | C: -0.1 | D: -5.5 | E: -8.3 | F: 0.4 | G: -2.7 | H: -0.6 | I: 0.9
> Cc1ccc(NC(=O)c2ccccc2)s1
  A: 11.4 | B: 0.2 | C: -1.6 | D: 2.1 | E: -3.0 | F: 3.5 | G: -4.7 | H: 0.8 | I: 7.8
> Cc1ccc(NC(=S)NCC2CCCO2)cc1C (stereo not drawn)
  A: 9.9 | B: -2.6 | C: 1.2 | D: -4.0 | E: 0.8 | F: 1.3 | G: 1.9 | H: 7.5 | I: -0.7
> O=C(OCc1cn(Cc2ccccc2)nn1)c1ccccc1
  A: 12.1 | B: 2.4 | C: -1.7 | D: 10.4 | E: 3.3 | F: 3.5 | G: 5.2 | H: 1.8 | I: 4.0
> Cc1ccccc1NC(=S)NC(=O)c1cc(-c2ccccc2)nc2ccccc12
  A: 5.1 | B: 0.9 | C: -3.6 | D: 0.3 | E: -4.3 | F: -14.5 | G: 1.6 | H: -11.4 | I: 0.5
> O=C(CN1CCc2ccccc21)NC(c1ccccc1)c1ccccc1
  A: 3.4 | B: -1.0 | C: 1.8 | D: -2.2 | E: -0.7 | F: -7.5 | G: -5.6 | H: -5.6 | I: 4.8
> COc1ccc(-n2c(SCC(=O)NCC3CCCO3)nc3c(c2=O)SCC3)cc1OC (stereo not drawn)
  A: 10.8 | B: -1.3 | C: -0.1 | D: -3.0 | E: -1.8 | F: 2.6 | G: -1.2 | H: 3.1 | I: 1.5
> Clc1cccc(Cl)c1COc1ccccn1
  A: 8.5 | B: -0.2 | C: -2.5 | D: 3.7 | E: 5.1 | F: 9.1 | G: -2.5 | H: -0.6 | I: 2.8
> O=[N+]([O-])c1cccc(S(=O)(=O)[N-]c2nc3ccccc3nc2-n2cc[n+](Cc3ccccc3)c2)c1
  A: -3.0 | B: 0.6 | C: 0.5 | D: 4.3 | E: 1.9 | F: 4.9 | G: 5.8 | H: -2.2 | I: 3.4
> COc1ccc(-c2noc(CNS(=O)(=O)c3ccc(NC(C)=O)cc3)n2)cc1OC
  A: 1.4 | B: 0.0 | C: -2.3 | D: 2.0 | E: -1.8 | F: 3.1 | G: 2.0 | H: 1.3 | I: 1.8
> CCOCCCNC(=O)CN1C(=O)CSc2cc(S(=O)(=O)N3CCCCCC3)ccc21
  A: 4.6 | B: 0.6 | C: 1.1 | D: 9.2 | E: 13.5 | F: 1.5 | G: -0.7 | H: -0.2 | I: 5.0
> CCCn1nnnc1SCC(=O)Nc1nnc(CC)s1
  A: 6.3 | B: -1.0 | C: -6.1 | D: 5.2 | E: 24.2 | F: 1.3 | G: -0.6 | H: -1.2 | I: 10.7

# Remaining list, next part:
# Field names – A = MCL1-BIM inh; B = MEX-5 binding; C = TPT1 inh; D = GLD-1 TGE inh; E = GSTO1 inh; F = PME-1 primary; G = PAD4 inh; H = Fam108B inh; I = Bcl-xL primary
> C#CCOCCOCCOCCNc1nc(N2CCN(C(=O)CCCCCCCCCCNC(=O)[C@@H](CCC(=O)O)n3cc(CCCCCN)nn3)CC2)nc(N2CCN(C(=O)CCCCCCCCCCNC(=O)[C@H]([C@@H](C)CC)n3cc(CCCCCN)nn3)CC2)n1
  A: -1.7 | B: / | C: -4.1 | D: -4.3 | E: 6.5 | F: -2.3 | G: 2.7 | H: -1.4 | I: -0.3
> Cc1cccc(C(=O)OCC(=O)c2ccc(CC(=O)N3CCOCC3)s2)c1C
  A: 23.6 | B: / | C: / | D: -7.3 | E: / | F: -8.0 | G: -12.9 | H: / | I: -0.7
> C#CCOCCOCCOCCNc1nc(N2CCN(C(=O)CCCCCCCCCCNC(=O)[C@H](CCCCN)n3cc(C[C@@H](C)CC)nn3)CC2)nc(N2CCN(C(=O)CCCCCCCCCCNC(=O)[C@@H]([C@H](C)O)n3cc(C)nn3)CC2)n1
  A: 2.9 | B: / | C: -0.6 | D: -4.5 | E: -11.6 | F: -5.7 | G: -3.4 | H: -0.3 | I: 0.1
> CCN1CCCC1CNC(=O)C1CCCN(S(=O)(=O)c2cccc3nsnc23)C1 (stereo not drawn)
  A: 1.8 | B: 2.0 | C: -2.0 | D: 3.8 | E: -2.7 | F: -3.4 | G: -3.7 | H: 1.0 | I: 1.6
> C/C(=N\NC(=O)c1cccc(S(=O)(=O)N2CCCC2)c1)c1ccc(OCC(=O)N(C)C)cc1
  A: 0.1 | B: 1.8 | C: -2.0 | D: 8.2 | E: -4.9 | F: 0.8 | G: 1.6 | H: -1.3 | I: 1.9
> COc1cc(/C=N/NC(=O)c2cccnc2)ccc1OC(=O)c1cccc(Br)c1
  A: 5.9 | B: -0.6 | C: -3.4 | D: 7.4 | E: -0.2 | F: -6.8 | G: 0.3 | H: -0.9 | I: 5.4
> O=c1cc(Cl)c(-c2ccccc2)n[nH]1
  A: -3.2 | B: 0.5 | C: -5.8 | D: 3.2 | E: -8.6 | F: 1.1 | G: -2.7 | H: -0.7 | I: 1.2
> O=C(O)Cc1ccc(O)c(F)c1
  A: 9.1 | B: 2.4 | C: -1.2 | D: 3.3 | E: 10.0 | F: 4.6 | G: 4.8 | H: -2.8 | I: 3.6
> C[C@@H]1C=C(C(=O)N2CCOCC2)O[C@H](OCc2ccc(CO)cc2)C1
  A: 1.0 | B: 1.6 | C: -2.5 | D: 9.5 | E: 6.8 | F: -7.5 | G: -3.8 | H: 4.7 | I: 3.9
> CCN(CC)C(=S)SCc1csc(CC(=O)Nc2ccccc2C)n1
  A: 1.9 | B: 1.9 | C: 0.6 | D: 1.9 | E: 3.1 | F: 0.6 | G: 2.1 | H: -1.5 | I: 2.5
> CCOc1ccccc1C(=O)Nc1ccc2nc3n(c(=O)c2c1)CCCCC3
  A: 5.7 | B: -2.4 | C: -1.4 | D: -4.7 | E: -3.9 | F: 4.1 | G: -4.1 | H: -2.5 | I: 5.0
> C/C(=C\C(=O)c1ccc(C)cc1)NCc1ccc(F)cc1
  A: -6.3 | B: 1.4 | C: -3.2 | D: -1.4 | E: 4.3 | F: 2.2 | G: 2.7 | H: 1.0 | I: -0.8
> Cc1ccccc1-n1nc(-c2cccnc2)cc1C(=O)NN
  A: 2.6 | B: -0.3 | C: 2.4 | D: 2.7 | E: -0.7 | F: 1.0 | G: -0.8 | H: -0.5 | I: -0.5
> Cc1cc(NC(=O)CC(C)C)c(=O)n(Cc2c(F)cccc2Cl)c1
  A: 7.3 | B: 3.0 | C: -2.7 | D: 1.1 | E: 2.9 | F: 3.6 | G: 0.7 | H: 2.1 | I: 2.6
> CC(Sc1nnc(CC(=O)Nc2ccccc2F)n1C)C(=O)Nc1nccs1 (stereo not drawn)
  A: 2.2 | B: 2.5 | C: -5.2 | D: 10.3 | E: 1.6 | F: -1.9 | G: 3.6 | H: 0.8 | I: 3.4

# Next section
SMILES,MCL1-BIM inh,MEX-5 binding,TPT1 inh,GLD-1 TGE inh,GSTO1 inh,PME-1 primary,PAD4 inh,Fam108B inh,Bcl-xL primary
CSc1ccc(S(=O)(=O)NCCOc2ccccc2C)cc1,-0.6,2.5,3.5,-4.9,-0.2,-0.4,1.1,-1.1,3.3
COc1ccc(/C=N/NC(=O)CCCOc2ccc(Cl)cc2Cl)cc1[N+](=O)[O-],-3.3,-1.9,-1.4,3.5,-9.5,-11.7,-1.6,-4.3,-2.0
CCCC(=O)Nc1sc2c(c1C(=O)Nc1ccccn1)CCCC2,1.5,-0.9,-2.3,0.3,-0.6,2.6,-2.1,2.8,5.4
O/N=C/c1cc(Br)ccc1OCc1ccc(F)cc1,1.3,0.7,-0.6,-1.6,-3.3,-2.8,-0.7,-3.8,5.6
Cc1ccccc1NC(=O)c1nc(S(C)(=O)=O)ncc1Cl,8.2,-0.4,-3.7,6.6,-2.3,4.0,0.3,0.0,5.5
CCOC(=O)N1CCN(C(=O)C(=O)NNC(=O)COc2ccc(Cl)c(C)c2)CC1,13.9,-0.3,0.1,0.5,2.1,-8.4,2.4,1.3,1.1
O=C(CN1CCN(c2ccccn2)CC1)Nc1ccccc1C(=O)Nc1ccccc1,0.7,0.0,4.2,5.1,2.9,-0.4,-0.6,1.4,2.1
CC(C)NS(=O)(=O)c1cc(C(=O)O)ccc1Cl,-0.5,2.0,-4.7,-10.2,-2.8,1.0,-4.0,-0.3,-2.1
O=S(Cc1ccccc1)CC(O)(c1ccc(Cl)cc1)c1ccc(Cl)cc1 (stereo not drawn),4.7,-0.8,-2.6,9.8,2.1,1.0,-1.3,2.0,6.0
CCc1ccccc1NC(=O)NNC(=O)c1ccc2ccccc2c1O,15.4,1.3,-3.0,1.6,5.1,2.2,-0.7,4.5,6.2
CC(=O)OC1OCCOC1NC(=S)NCc1ccco1 (stereo not drawn),11.8,1.7,-2.7,6.5,11.0,-5.5,10.7,-8.9,6.7
Cc1ccc(S(=O)(=O)Nc2nnc(CC(C)(C)C)s2)cc1,-10.6,-1.6,-2.1,2.8,1.5,4.3,1.3,-2.6,5.5
CC(=O)c1sc(NC(=O)CCCOc2ccccc2C)nc1C,-4.6,0.0,-2.5,20.5,4.4,-6.2,0.4,-1.2,3.2
COc1cc2c(cc1NC(=O)CN1CCN(S(=O)(=O)c3ccc(F)cc3)CC1)oc1ccccc12,1.9,2.9,-2.0,11.3,-12.8,1.9,-4.3,-3.6,11.7
CCn1ccnc1C(O)c1ccccc1OC (stereo not drawn),-3.9,0.1,-0.2,4.1,-0.8,-1.4,4.6,-1.2,-2.6
CN(C)C(=S)Nc1ccc(S(=O)(=O)N2CCCCC2)cc1,-1.8,1.6,-1.5,0.5,3.6,-1.6,1.6,1.9,3.0
Cc1ccccc1C(=O)Nc1nnc(SCC(=O)NCc2ccco2)s1,2.4,-0.6,-0.1,3.0,-4.3,5.3,-0.2,-0.8,1.9
CCCC[C@@H]1CNC(=S)N1CC1CCCCC1,-0.5,-2.1,3.9,6.5,9.4,-0.6,-0.7,-4.9,1.2
